Assay outcomes deposited in PubChem by several laboratories.
HEK293 NOD2/NF-kB – NOD2 signaling inhibitors, cell-based, luminescence, uHTS, HEK293 (AID 1566); actives 0.63% (n = 290,000); HEK293 NOD2/NF-kB luciferase reporter, luminescence; higher % means a stronger effect; one-dose inhibition, % at 4 µM; EC50 in µM for titrated hits; also: many of its hits are not listed in these tables
KOR beta-arrestin-1 – KOR antagonists, beta-arrestin recruitment, cell-based, luminescence, uHTS (AID 1778). KOR beta-arrestin recruitment, luminescence, antagonist mode; higher % means a stronger effect. inhibition, % at 10 µM, or IC50 in µM where a hit was titrated. actives 0.091% (n = 290,000); also: strong numbers were not always called active
SIAH1 antagonists – Siah-1 peptide-binding antagonists, primary screen, biochemical, fluorescence polarization, rhodamine-plectin, uHTS (AID 1817); Siah-1 / rhodamine-plectin peptide fluorescence polarization; higher % means a stronger effect; displacement, % at 20 µM; hits with a dose series show IC50 in µM; actives 0.02% (n = 290,000);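 active = displacement of at least 50% at 20 µM, with a fluorescence ratio check between 0.3 and a set limit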;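 also: plate controls were Siah plus tracer with DMSO for no effect and tracer alone without Siah for full effect; strong numbers were not always called active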
PhoP inhibition – inhibitors of PhoP regulon expression, primary screen, Salmonella Typhimurium, GFP reporter (AID 1863). one-dose inhibition, % at 50 µM; IC50 in µM for titrated hits. S. Typhimurium PhoP-regulated promoter GFP reporter, 4 h; higher % means a stronger effect. actives 0.16% (n = 300,000);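 active = inhibition over 29.93%, a cutoff 3 SD above the screen mean, later confirmed by dose response; inconclusive = inhibition over 29.93% but no dose response follow-up; inactive = inhibition at most 29.93% or unconfirmed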;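 also: 0% = low Mg2+ inducing control and 100% = high Mg2+ repressing control; strong numbers were not always called active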
NOD1 inhibition – NOD1 signaling inhibitors, primary screen, cell-based, luminescence, uHTS (AID 1578); NOD1-driven NF-kB luciferase reporter cells, luminescence; higher % means a stronger effect; inhibition, % at 4 µM, or EC50 in µM where a hit was titrated; actives 1% (n = 290,000); in the data active = inhibition mostly above about 36%, no sharp cut-off; inactive = mostly below about 34%;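 also: HEK-293T reporter cells stimulated with the NOD1 agonist gamma-tri-DAP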
HIV fusion peptide – cell-free HIV fusion peptide-binding blockers – biochemical, uHTS, fluorescence dequenching, primary screen (AID 1986); inhibition, % at 20 µM; hits with a dose series show IC50 in µM; cell-free peptide binding, fluorescence dequenching, 30 min; higher % means a stronger effect; actives 0.3% (n = 290,000); in the data active = inhibition mostly above about 52%, no sharp cut-off; inactive = mostly below about 76%; also: some results filed as inactive read as strong as hits
KOR beta-arrestin-2 – KOR agonists, beta-arrestin recruitment, primary screen, cell-based, luminescence, uHTS (AID 1777). KOR beta-arrestin recruitment, luminescence; higher % means a stronger effect. activation, % at 10 µM; hits with a dose series show EC50 in µM. actives 0.02% (n = 280,000); in the data active = activation above about 50%, passing the limit was not always enough; also: a part of the inactive calls stands beside numbers as strong as those of hits
Myeloid diff 2 – promotes myeloid progenitor differentiation; calls only at 10 µM; ER-HoxA9 myeloid progenitors, lysozyme-GFP differentiation, flow cytometry; actives 1% (n = 360,000);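 active = normalized GFP-positive differentiation at or above the plate's own cutoff, the solvent-only control mean plus 3 SD; inconclusive = no clear call, values can overlap the other calls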;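 also: cells exposed to compound for four days before flow analysis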
LYP inhibition – PTPN22 lymphoid phosphatase activity blockers – biochemical, fluorescence intensity, uHTS (AID 1779). recombinant LYP phosphatase, fluorescence intensity; higher % means a stronger effect. inhibition, % at 11.5 µM, or IC50 in µM where a hit was titrated. actives 0.054% (n = 290,000);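 also: plate controls were vehicle with enzyme for no effect and no enzyme for full effect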
Myeloid diff 2 GFP+ MAC1+ % – also measured in Myeloid diff 2; calls as there; GFP+ MAC1+ double positive, %; measured here: differentiation confirmed by MAC1 staining
Starred values were filed as active, the others as inactive; i = inactive; u = inconclusive; x = not tested or not shown; [ ] = remark or other dose. Rule as the data show it, unless noted: active = inhibition above about 50%; inactive = the rest.

SMILES	HEK293 NOD2/NF-kB	KOR beta-arrestin-1	SIAH1 antagonists	PhoP inhibition	NOD1 inhibition	HIV fusion peptide	KOR beta-arrestin-2	Myeloid diff 2	Myeloid diff 2 GFP+ MAC1+ %	LYP inhibition
CCOC(=O)C1CCCCN1Cc1cccc(OCc2ccccc2)c1 (stereo not drawn)	2%	4%	14%	-8%	-13%	1.3%	-3.0%	i	0.5	-3%
COC(=O)[C@@H]1C[C@H]1[C@@H](NS(=O)(=O)c1ccccc1)c1ccccc1	2%	22%	-1%	4%	-20%	1.7%	-2.1%	i	2.1	-7%
NC(=O)CC(NC(=O)Cc1cccc2ccccc12)c1ccc(N2CCC(N3CCCCC3)CC2)c([N+](=O)[O-])c1 (stereo not drawn)	24%	3%[20 µM]	0%	3%	1%	2.1%	3.1%	i	0.6	-2%
COc1ccc(NC(=O)Cn2nnc(C(=O)NCCc3ccc(OC)c(OC)c3)c2N)cc1	21%	-2%	0%	13%	-1%	1.6%	-3.1%	i	1.0	0%
NC(=O)CC(NC(=O)Cc1ccc(Br)cc1)c1ccc(NC2CCC2)c([N+](=O)[O-])c1 (stereo not drawn)	-23%	28%	6%	6%	-4%	1.7%	-2.1%	i	2.3	-1%
O=C(NCCc1nc2ccccc2[nH]1)Nc1ccccc1	-3%	12%	5%	2%	-38%	1.8%	-8.2%	i	5.7	-3%
CSc1ccc(/C=C(/Sc2nnc(-c3ccccc3)o2)C(=O)O)cc1	5%	4%	10%	-3%	-24%	-0.3%	-5.0%	i	0.1	-2%
C=CCOc1ccc(C2=NOC(C(=O)Nc3ccc4c(c3)OCCO4)C2)cc1 (stereo not drawn)	-17%	6%	0%	-9%	-9%	1.9%	3.1%	i	0.3	4%
CNC(=S)N(Cc1ccc(OC)cc1)Cc1cc2cc(C)ccc2[nH]c1=O	9%	-31%	0%	2%	-28%	0.0%	-0.7%	i	0.1	-3%
O=C(CN1C(=O)c2cccc3cccc1c23)N1CCN(c2ccc(F)cc2)CC1	3%	-8%	-3%	-8%	-52%	0.3%	-8.7%	i	0.6	-2%
O=[N+]([O-])c1nn(-c2ccc3c(c2)OCCO3)n(O)c1=NCCCO	-43%	6%	1%	7%	-64%	5.0%	-3.9%	i	0.6	-5%
CCc1nnc(NC(=O)C2CCCN2C(=O)NC2CCCCC2)s1 (stereo not drawn)	-4%	-10%	-2%	11%	-3%	-0.2%	-5.5%	i	0.8	-5%
CCn1nc(C(=O)NC2=NCCS2)c2ccccc2c1=O	10%	28%	0%	11%	-30%	1.4%	-6.5%	i	0.2	-1%
COc1cc(C2C(S(=O)(=O)c3ccccc3)CON2C)ccc1OCc1ccc(F)cc1 (stereo not drawn)	19%	-82%[20 µM]	-3%	-2%	4%	0.6%	1.5%	x	x	-4%
CCOCCc1c(O)nc(SCC(=O)N2CCOCC2)[nH]c1=O	2%	-5%	1%	5%	-19%	-0.8%	6.6%	i	0.3	-5%

Entries from the list above that have an aryl thioether with sulfur outside any ring:
SMILES	HEK293 NOD2/NF-kB	KOR beta-arrestin-1	SIAH1 antagonists	PhoP inhibition	NOD1 inhibition	HIV fusion peptide	KOR beta-arrestin-2	Myeloid diff 2	Myeloid diff 2 GFP+ MAC1+ %	LYP inhibition
CSc1ccc(/C=C(/Sc2nnc(-c3ccccc3)o2)C(=O)O)cc1	5%	4%	10%	-3%	-24%	-0.3%	-5.0%	i	0.1	-2%
CCOCCc1c(O)nc(SCC(=O)N2CCOCC2)[nH]c1=O	2%	-5%	1%	5%	-19%	-0.8%	6.6%	i	0.3	-5%

More structures follow.
SMILES	HEK293 NOD2/NF-kB	KOR beta-arrestin-1	SIAH1 antagonists	PhoP inhibition	NOD1 inhibition	HIV fusion peptide	KOR beta-arrestin-2	Myeloid diff 2	Myeloid diff 2 GFP+ MAC1+ %	LYP inhibition
Cc1ccc(CNC(=O)CCOc2ccc(C(C)(C)C)cc2)cc1	14%	-41%	-2%	10%	1%	2.1%	0.1%	i	1.6	-3%
COC(=O)c1ccc(NS(=O)(=O)c2ccc(SC)cc2)cc1	7%	15%	4%	-5%	5%	0.4%	-0.1%	i	1.1	0%
COCCN(C(=O)CCC(=O)Nc1nccs1)C(C(=O)NCCC(C)C)c1ccc(F)cc1 (stereo not drawn)	5%	-28%	2%	2%	-19%	0.5%	-5.1%	i	5.2	-7%
CCc1ccc2[nH]c(C(=O)N(C)c3ccc(F)cc3F)cc2c1	21%	-2%	3%	-2%	-13%	3.3%	-2.5%	i	0.4	-7%
COc1ccc(N(C(=O)c2snc(C(N)=O)c2N)C(C(=O)NCc2ccccc2)c2ccc(F)cc2)c(OC)c1 (stereo not drawn)	5%	19%	1%	0%	1%	0.6%	0.0%	i	0.6	-2%
CC(C)c1c(C(=O)N/N=C/c2cccc(OCc3ccccc3)c2)nnn1-c1nonc1N	29%	-48%	8%	-2%	35%	1.4%	3.9%	i	0.7	1%
COc1cccc(NC(=O)C2C3C=CC4(O3)C2C(=O)N(CCN2CCCCC2)C4C(=O)NC2CCCCC2C)c1 (stereo not drawn)	5%	-44%	0%	-3%	-12%	0.5%	3.4%	i	0.8	-7%
CC(C)CC(C(=O)NC1CCCCC1)N(Cc1cccs1)C(=O)c1snc(C(N)=O)c1N (stereo not drawn)	-8%	2%	-1%	2%	-23%	-1.6%	-1.0%	i	1.0	4%
COc1cc(Br)cc(/C=N/NC(=O)Cc2ccc(C(F)(F)F)cc2[N+](=O)[O-])c1O	26%	34%	-1%	0%	53%	2.5%	0.1%	i	0.8	2%
Nc1nc(N)c2c(ccc3nccc32)[nH]1	11%	14%	-3%	u	-12%	2.0%	1.7%	u	x	-6%
Cc1ccc(N2C(=O)C3ON(c4ccccc4)C(c4ccncc4)C3C2=O)c(C)c1 (stereo not drawn)	-5%	-14%	-4%	-2%	-1%	-1.2%	2.1%	i	0.4	-12%
O=C(CSc1ncc(S(=O)(=O)c2ccccc2)c(=O)[nH]1)Nc1ccccc1Cl	9%	-19%	13%	-2%	-13%	4.9%	-1.2%	i	0.3	-1%
Cc1cc(OCC(=O)O)c2ccccc2n1	0%	0%	2%	9%	-18%	1.1%	-0.6%	i	0.6	0%
Cc1ccccc1OCC(=O)Nc1nnc(S(=O)(=O)N2CCCC2)s1	0%	-16%[20 µM]	0%	x	-18%	25%	-1.0%	i	2.7	0%
CCOCCCNCc1ccc(Cl)cc1	8%	-1%	3%	12%	-13%	-1.5%	1.4%	i	0.8	-7%

The closing 2 records of the part above come first, to join the parts:
SMILES	HEK293 NOD2/NF-kB	KOR beta-arrestin-1	SIAH1 antagonists	PhoP inhibition	NOD1 inhibition	HIV fusion peptide	KOR beta-arrestin-2	Myeloid diff 2	Myeloid diff 2 GFP+ MAC1+ %	LYP inhibition
Cc1ccccc1OCC(=O)Nc1nnc(S(=O)(=O)N2CCCC2)s1	0%	-16%[20 µM]	0%	x	-18%	25%	-1.0%	i	2.7	0%
CCOCCCNCc1ccc(Cl)cc1	8%	-1%	3%	12%	-13%	-1.5%	1.4%	i	0.8	-7%
Cc1nc2cc(NC(=O)CCS(=O)(=O)c3ccccc3)ccc2s1	-64%	-21%	2%	-2%	-36%	-1.7%	-5.6%	i	1.1	-7%
COc1ccc(CCNC(=O)COc2ncnc3ccccc23)cc1	10%	7%	-3%	8%	-6%	2.2%	1.2%	i	1.1	-2%
O=[N+]([O-])c1ccccc1CN1CCN(c2ncccn2)CC1	5%	-15%[20 µM]	2%	4%	-22%	2.8%	-5.5%	i	1.0	-13%
CSc1nc(-c2ccccc2)ccc1C(N)=O	-35%	6%	0%	-8%	-16%	2.9%	2.7%	i	0.7	2%
Cc1noc(C)c1COc1ccc(C(=O)O)cc1	18%	-28%[20 µM]	2%	-8%	-30%	-0.9%	x	i	0.5	-5%
COc1ccccc1C(=O)NCCC(=O)NCCOc1ccccc1	16%	-13%	-3%	-1%	8%	-1.5%	4.0%	i	0.6	-8%
CCOC(=O)N1CCC(NC(=O)CCN2C(=O)COc3ccccc32)CC1	-5%	8%	6%	5%	-20%	1.4%	-1.0%	i	0.3	1%
COCCCNCC1C(Oc2ccc(Cl)cc2)C(=O)N1c1ccccc1C (stereo not drawn)	-8%	18%	-2%	6%	-32%	-0.4%	3.9%	i	0.4	0%
COc1ccc(Cl)cc1Nc1nc(NCCO)nc(N2CCCC2)n1	9%	13%	-4%	-3%	-24%	0.9%	-0.8%	i	1.3	2%
COc1ccc(NC(=O)CSc2nnc(C)c3ccccc23)cc1	15%	3%	12%	6%	-24%	0.4%	2.3%	i	1.3	-10%
Cn1c(C(=O)NCCCN2CCCCC2)cc2sccc21	22%	12%	2%	-6%	-4%	-2.6%	-2.7%	i	12	-1%
N#CC1=C(SCC(=O)Nc2ccccc2)NC(=O)CC1c1ccc(O)cc1 (stereo not drawn)	-20%	17%	5%	11%	-51%	-1.6%	-4.7%	i	1.1	-8%
Cc1cc(OCc2cc(C(=O)NCC3(C)COC3)no2)cc(C)c1Cl	3%	-9%	13%	1%	1%	3.2%	13%	i	1.7	-9%
CCSc1nnc(NC(=O)C2CCN(S(=O)(=O)c3ccccc3C(F)(F)F)CC2)s1	-19%	28%	3%	-19%	-28%	0.1%	7.1%	i	0.6	5%
CCCCN=C(N)/C(C(=O)OCC)=C(\O)c1ccc(OC)cc1	10%	-1%	-1%	3%	2%	-1.3%	0.7%	i	0.8	-2%
O=C1CCCN1S(=O)(=O)c1ccc(F)cc1	-3%	8%	-4%	12%	6%	-0.6%	-1.8%	i	0.6	-8%
CC(C)CCNc1nc(N)c([N+](=O)[O-])c(N2CCCCCC2)n1	48%	-5%	0%	-3%	4%	-1.6%	2.2%	i	0.7	1%
O=C(O)c1ccc(/C=C2\COc3ccccc3C2=O)cc1	-135%	5%	-12%	-2%	52%	-1.3%	-3.2%	i	0.0	-1%
CCCCNC(=O)O[C@H]1C[C@@H]2CCN3C(=O)CCC[C@H]([C@H]1Cc1ccccc1)[C@H]23	-3%	-28%[20 µM]	5%	-2%	-24%	0.8%	0.0%	i	2.1	-9%
CCOc1ccc(CCNC(=O)C2=C(C)C(=O)OC23CCC(C)CC3)cc1 (stereo not drawn)	-6%	-14%	-3%	-8%	-26%	3.1%	0.2%	i	3.9	-1%
COc1ccc(NC(=O)c2cccc(-c3ccc(O)cc3)c2)cn1	-152%	-61%	0%	-3%	-27%	31%	2.9%	i	0.8	-7%
CC(C)Cn1c(N)c(C(=O)COC(=O)Cc2cccs2)c(=O)n(C)c1=O	3%	-22%	-2%	-3%	-9%	1.6%	3.9%	i	2.9	-9%
Cc1nn(CCc2nn[nH]n2)c2nc(-c3ccccc3)cc(C(F)(F)F)c12	29%	-20%	12%	4%	-9%	13%	-1.8%	i	0.6	-2%
O=c1[nH]c(SCc2cccc([N+](=O)[O-])c2)nc2[nH]ncc12	6%	0%	2%	-2%	-42%	2.5%	-4.8%	i	0.4	-5%
O=C(CSc1nnc(-c2ccc(Br)cc2)o1)N1CCN(C(=O)c2ccco2)CC1	12%	20%	4%	6%	-17%	-2.6%	17%	i	14	-3%
CC1(C)Cc2nc(NCCN3CCOCC3)c(C#N)cc2CO1	10%	-10%	-7%	-4%	2%	1.9%	-7.3%	i	1.3	-11%

Only part of the results is shown; rates above refer to the full screens.
